Pol III holo inh: DNA polymerase III holoenzyme inhibition | reconstituted DNA polymerase III holoenzyme replication, biochemical | Potency, µM (series often up to 57.1 µM), for the others: at the highest dose activity change, negative = inhibition | 71,000 compounds, 0.25% hits | AID 603; note: potency is the fitted concentration of half-maximal effect; % is set by controls: 0 for no effect and ±100 for the full control effect
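Reconstituted *E. coli* holoenzyme (0.35 nM Pol III, 1 nM beta, 154 nM SSB, 2 nM primase) was preincubated with compound for 15 min at RT. Synthesis on 1.4 nM ssM13Gori ran 35 min, then was stopped with PicoGreen/EDTA and read as dsDNA fluorescence.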
HBB splicing: alters splicing of the hemoglobin beta chain | HBB splicing reporter cell assay, activation; EGFP reporter with mutant IVS2-654 intron; response scale: normalised to 500 nM splice-correcting PNA | Potency, µM (highest dose often 46.1 µM), for the others: top-dose activation, hits mostly activators | 65,000 compounds, 0.06% hits | AID 925; note: potency is the fitted concentration of half-maximal effect; 0% is about no effect
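HeLa cells stably expressing EGFP interrupted by mutant beta-globin intron 2 (IVS2-654), 500/well in 2% FCS. Treated with compound for 2 days at 37C. Splicing correction scored as total well GFP intensity (488 nm excitation, 500-520 nm emission); 500 nM antisense PNA served as control.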
BRCT PPI red: BRCT-phosphoprotein interaction inhibition (red fluorophore) | 75,000 compounds, 0.03% hits | Potency, µM (titrated, usually from 76.9 µM), for inactives: at the highest dose activity change, negative = inhibition, usual class: inhibitors | AID 892 | BRCT-phosphopeptide binding, red fluorescence polarization | P38398; note: % is set by controls: 0 for no effect and ±100 for the full control effect
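Fluorescence polarization: 100 nM His-tagged BRCA1 BRCT with 100 nM TAMRA-labelled phospho-BACH1 decapeptide, phosphate buffer pH 7.3 with 150 mM NaCl, DTT, 0.01% Tween 20; 12 min RT. Binding inhibition seen as FP decrease.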
UbGFP stabilizer: inhibits proteasome, raising ubiquitin-GFP reporter fluorescence. AID 526. Ubiquitin-GFP reporter cells, proteasome inhibition, GFP fluorescence; response scale: untreated = 0%, 10 µM MG-132 = 100%. 67,000 tested, under 10 active. Potency, µM (highest dose often 45.9 µM), without a hit: at the highest dose activation (GFP accumulation), most hits filed as activators; active = well fitted activation curve with a large enough effect, not every such curve was filed as active; inconclusive = small, poorly fitted or top-dose-only effect, or another doubt; inactive = no such curve, though single readings can be large or run the other way; note: potency is the fitted concentration of half-maximal effect
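Proteasome blockade was scored as a rise in GFP-expressing U2OS cells carrying a ubiquitin(G76V)-GFP construct, imaged after 4 hr compound treatment at 37 °C across a 46 uM–2.9 nM series.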
CRE Fsk mod: alters forskolin-stimulated CRE reporter signaling in CHO cells. CHO CRE-bla reporter (cAMP response element driving beta-lactamase), forskolin EC10, beta-lactamase ratio. Potency, µM (titrated, usually from 38.2 µM), for inactives: top-dose activity change, negative = inhibition, most hits filed as activators. 71,000 compounds, 2.5% hits. AID 662; active = well fitted activation curve with a large enough effect in the signal ratio, with a control signal flat, not every such curve was filed as active; inconclusive = small, poorly fitted or top-dose-only effect, or effect the other way, or a change in a side signal; the % refers to the signal ratio; note: potency is the fitted concentration of half-maximal effect; % of control where 0% means no effect
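AC50 values, positive or negative, reflect shifts in EC10 NKH 477-induced CRE-bla reporter activity in CHO cells. Incubation lasted 3 h at 37 °C before CCF4 substrate (2 h, room temperature) and ratiometric 460/530 nm reading.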
BRCT inh green: BRCA1 BRCT-phosphoprotein interaction inhibition | P38398 | BRCA1 BRCT-phosphopeptide binding, green fluorescence polarization | Potency, µM (top dose mostly 76.9 µM), for inactives: at the highest dose activity change, negative = inhibition, hits mostly inhibitors | 75,000 compounds, 0.05% hits;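 note: potency is the fitted concentration of half-maximal effect; plate controls were peptide without protein for full effect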
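Fluorescence polarization: His-tagged BRCT (~35 kDa BRCA1 C-terminus, 250 nM) bound to 100 nM fluorescein-labeled phosphorylated 10-aa BACH1 peptide, pH 7.3 phosphate buffer with DTT and Tween 20. Compounds incubated 12 min at room temperature; inhibition read as lowered polarization.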
15-hLO inh: inhibitors of human 15-lipoxygenase (ALOX15). 74,000 compounds, 1.4% hits. purified 15hLO-1, xylenol orange hydroperoxide absorbance. Potency, µM (top dose mostly 57.1 µM), for inactives: at the top dose activity change, negative = inhibition, actives largely listed as inhibitors. AID 887. P16050; note: potency is the fitted concentration of half-maximal effect; % is set by controls: 0 for no effect and ±100 for the full control effect; nearly all actives have a fitted effect of over 55% in size
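Purified human 15hLO-1 (40 nM) in 25 mM Hepes pH 7.5, 0.01% Triton X-100, preincubated 15 min RT with compound, then 50 uM arachidonic acid for 6 min. Hydroperoxide read by ferrous/xylenol orange, 30 min; 573/405 nm absorbance ratio gave progress.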
Hsp90 Hop PPI: changes Hsp90-Hop TPR2A binding signal, up or down; AlphaScreen TPR2A-His6 binding biotin-Hsp90 C-terminal peptide; Potency, µM (top dose mostly 57 µM), without a hit: at the top dose activity change, negative = inhibition; 71,000 compounds, 0.44% hits; active = well fitted curve in either direction with a large enough effect; inconclusive = small, poorly fitted or top-dose-only effect, or another doubt; note: potency is the fitted concentration of half-maximal effect; % is set by controls: 0 for no effect and ±100 for the full control effect; many of its hits are not listed in these tables
Epigenetic mod: derepresses silenced GFP locus in mouse C127i cells | 68,000 compounds, 0.09% hits | Potency, µM (highest dose often 46.1 µM), for the others: top-dose GFP derepression (activation) | AID 597 | mouse C127i GFP locus derepression, cytometry, 30 h; note: % of control where 0% means no effect
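Murine C127i mammary cells carrying a silenced, stably integrated CMV-driven GFP reporter were treated with compound for 30 hours at 37 C. After PBS washes, GFP-positive cells were counted by laser-scanning microplate cytometry.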
HADH2 inhib: HADH2 (human) dehydrogenase inhibition; recombinant HADH2, NADH fluorescence, beta-hydroxybutyryl-CoA; Potency, µM (top dose mostly 57.1 µM), without a hit: at the highest dose activity change, negative = inhibition, actives largely listed as inhibitors; 73,000 compounds, 3.4% hits; AID 886; note: potency is the fitted concentration of half-maximal effect; % is set by controls: 0 for no effect and ±100 for the full control effect; nearly all actives have a fitted effect of over 60% in size; many of its hits are not listed in these tables
Target sequence (Q99714 whole entry, looked up, one chain of several): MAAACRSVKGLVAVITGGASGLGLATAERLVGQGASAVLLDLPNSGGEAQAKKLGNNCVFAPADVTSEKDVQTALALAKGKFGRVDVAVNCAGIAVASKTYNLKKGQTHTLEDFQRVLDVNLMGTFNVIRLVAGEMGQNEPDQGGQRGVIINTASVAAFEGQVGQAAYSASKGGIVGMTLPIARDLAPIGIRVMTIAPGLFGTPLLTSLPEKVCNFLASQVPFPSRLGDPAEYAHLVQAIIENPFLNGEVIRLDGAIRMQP
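20 nM HADH2 + cpd, 15 min RT; add 1 mM NAD+/90 uM beta-hydroxybutyryl-CoA; kinetic fluorescence 360/450 nm, 4 min. Tris-HCl pH 9.0, 0.01% Tween-20.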
USP2a inh: USP2a (human) protease inhibition; O75604; USP2a enzymatic assay, qHTS inhibition; Potency, µM (highest dose often 38.3 µM), for inactives: at the top dose activity change, negative = inhibition, usual class: inhibitors; 60,000 compounds, 0.1% hits;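 note: potency is the fitted concentration of half-maximal effect; nearly all actives have a fitted effect of over 60% in size; plate controls were DMSO for no effect and NEM full inhibition control for full effect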
Target sequence (O75604 whole entry, looked up): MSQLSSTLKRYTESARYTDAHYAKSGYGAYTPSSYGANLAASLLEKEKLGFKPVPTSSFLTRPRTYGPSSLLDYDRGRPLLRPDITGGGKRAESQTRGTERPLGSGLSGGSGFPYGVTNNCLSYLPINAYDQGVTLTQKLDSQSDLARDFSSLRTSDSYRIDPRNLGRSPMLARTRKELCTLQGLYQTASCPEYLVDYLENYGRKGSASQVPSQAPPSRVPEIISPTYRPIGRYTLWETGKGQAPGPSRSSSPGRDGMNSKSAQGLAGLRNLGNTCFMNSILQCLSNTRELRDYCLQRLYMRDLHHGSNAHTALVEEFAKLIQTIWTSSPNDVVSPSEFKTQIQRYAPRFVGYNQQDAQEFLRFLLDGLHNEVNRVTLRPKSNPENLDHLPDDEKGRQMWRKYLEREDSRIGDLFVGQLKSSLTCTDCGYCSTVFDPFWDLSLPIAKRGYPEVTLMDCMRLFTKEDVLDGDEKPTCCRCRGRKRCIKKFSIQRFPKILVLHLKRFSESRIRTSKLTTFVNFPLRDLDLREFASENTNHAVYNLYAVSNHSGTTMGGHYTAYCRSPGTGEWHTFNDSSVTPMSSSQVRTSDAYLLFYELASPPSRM
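USP2 core (20nM final) preincubated 30 min RT with compound, then Ub-PLA2 20nM and NBD C6-HPC 20uM final added; buffer 20mM Tris-HCl pH 8.0, 2mM CaCl2. Fluorescence Ex 460/Em 535 read at 0 and 2.5 h; normalized to NEM.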
* hit, by the source's call; ? = inconclusive; nt = not tested or not shown; [ ] = another dose, or the depositor's remark. Unless noted, calls come from the whole dose curve; as a rule, active = well fitted curve in the direction sought with a large enough effect; inconclusive = small, poorly fitted or top-dose-only effect, or another doubt; inactive = no such curve, though single readings can be large; an effect the other way counts as inactive or inconclusive.

SMILES	Pol III holo inh	HBB splicing	BRCT PPI red	UbGFP stabilizer	CRE Fsk mod	BRCT inh green	15-hLO inh	Hsp90 Hop PPI	Epigenetic mod	HADH2 inhib	USP2a inh
CC1(C)NC(=O)N(CC(O)COc2ccc(-c3ccc(C#N)cc3)cc2)C1=O (configuration not stated)	-6%	-1.3%	-1.3%	-5%	?	-1.2%	4%	2%	-4%	-3%	-9%
O=C(OCCCC(=O)N1CCOCC1)c1ccccc1	3%	-1.1%[57.5 µM]	1.9%	-4%	16%	-1.6%	3%	1%	0%	12%	2%
O=C(NCc1ccccn1)c1ccc(COc2ccc(Cl)cc2)o1	-6%	-1.8%	-0.2%	1%	10%	0.4%	-3%	-4%	2%	5%	11%
CCOC(=O)C1=C(C)NC(c2ccccc2)=C(C(=O)OCc2ccc([N+](=O)[O-])cc2)[C@@H]1C#Cc1ccccc1	1%	nt	2.9%	-3%	-4%	-0.4%	-20%[25.6 µM]	-12%	1%	8%	nt
Cc1nonc1NC(=O)c1ccccc1Br	0%	1.6%	-3.0%	1%	0%	-2.3%	11%	1%	0%	0%	5%
Cc1cccc(-n2nnnc2SCc2csc(-c3ccccc3)n2)c1	-1%	-0.4%[57.5 µM]	1.1%	1%	13%	-1.0%	-4%	?	0%	?	-19%
c1ccc(Nc2ccccc2Nc2ccccn2)nc1	-3%	-0.2%	-0.8%	5%	1%	-1.6%	9%	-6%	0%	9%	-9%
O=C(CSc1n[nH]c(-c2ccco2)n1)N1c2ccccc2Sc2ccccc21	0%	0.9%	-0.6%	15%	?	0.4%	-14%	-10%	3%	?	29%
COC(=O)c1ccc(OCC(=O)c2ccc(O)cc2O)cc1	10%	5.7%[1.84 µM]	-1.8%	16%	?	4.7%	6%	-6%	8%	-24%	-2%
CCOc1ccc(CCNC(=O)Cc2nn[nH]n2)cc1OCC	0%	2.2%	-3.6%	-4%	?	-2.3%	10%	-7%	-2%	3%	5%
CCSc1nnc(NC(=O)C2(C)Cc3ccccc3C(=O)O2)s1 (configuration not stated)	1%	1.3%	-1.4%	-6%	?	-0.1%	16%	-4%	3%	-2%	9%
Cc1ccc(S(=O)(=O)Cc2cn3cccnc3n2)cc1	-3%	-0.8%[1.84 µM]	-0.4%	3%	2%	0.0%	2%	1%	-4%	20µM*	4%
O=S(=O)(c1ccc2ccccc2c1)N1CCCCC1	3%	-1.5%	-1.9%	7%	-7%	3.8%	-10%	14%	-4%	-1%	-6%
O=C(Oc1ccc2ccc(=O)oc2c1)N1CCOCC1	-9%	-1.7%	1.3%	3%	9%	0.4%	-6%	-3%	-2%	4%	2%
CC(Oc1ccccc1)C(=O)NCc1cccnc1 (configuration not stated)	-3%	nt	-0.5%	0%	0%	-2.2%	5%	4%	-2%	1%	-2%
Cc1ccc(-c2nnc(CSc3nnc(COc4ccccc4)n3-c3ccc(C)cc3)o2)cc1	-2%	nt	-2.3%	-5%	11%	-7.2%	?	0%	0%	3%	?
COc1ccc2cc(CN(CCc3ccccc3)Cc3nnnn3CC3CCCO3)c(=O)[nH]c2c1 (configuration not stated)	-3%	nt	-0.6%	7%	-3%	-2.1%	2%	1%	-2%	-1%	5%
CN1C(=O)C2C=CC1C1C(=O)N(c3ccccc3)C(=O)C21 (configuration not stated)	-1%	0.0%[9.22 µM]	-0.3%	-3%	-2%	-0.8%	0%	-2%	0%	-17%	-5%
Cc1c(-c2ccccc2)oc2c(C(=O)OCCN3CCCCC3)cccc2c1=O	11%[25.6 µM]	-0.2%[20.6 µM]	1.1%[34.4 µM]	-6%[20.5 µM]	4%[17.1 µM]	1.2%[34.4 µM]	3%[25.6 µM]	1%[26 µM]	1%[20.6 µM]	10%[25.6 µM]	14%[17.1 µM]
CC(C)=CCC/C(C)=C/CO/N=C1/C[C@@H](O)[C@@H](O)[C@@H]2[C@@H]3C(=O)N(C4CCCCC4)C(=O)[C@H]3CC[C@@H]12	nt	0.9%[9.22 µM]	2.1%[15.4 µM]	nt	nt	0.4%[15.4 µM]	-3%[11.4 µM]	nt	nt	8%[11.4 µM]	nt
O=C(COc1ccc(F)cc1Br)NCc1ccccn1	-4%	-0.2%[57.5 µM]	0.8%	1%	1%	-0.9%	22%	-12%	-1%	-4%	2%
Cc1cc(C)n(CNc2nc(C(F)(F)F)cs2)n1	5%	1.1%	-1.7%	-4%	-5%	0.4%	-4%	0%	1%	-4%	5%
CCOc1ccc(CCNS(=O)(=O)c2cnc[nH]2)cc1OCC	-2%	-1.7%	1.4%	-1%	?	-0.2%	9%	-2%	0%	11%	9%
NC(=O)CSc1oc(-c2cccs2)nc1S(=O)(=O)c1ccccc1	-2%	-0.8%	-0.4%	-8%	?	0.7%	-26%	-4%	-3%	?	26%
Oc1ccccc1-c1nc(N2CCN(Cc3ccccc3)CC2)c2ccccc2n1	9%	-5.1%[57.5 µM]	-0.2%	4%	-3%	-1.5%	5%	0%	-2%	-2%	4%

The listing continues:
SMILES	Pol III holo inh	HBB splicing	BRCT PPI red	UbGFP stabilizer	CRE Fsk mod	BRCT inh green	15-hLO inh	Hsp90 Hop PPI	Epigenetic mod	HADH2 inhib	USP2a inh
Oc1ccccc1-c1cc(-c2ccccc2Cl)[nH]n1	7%	-0.4%	-0.8%	-4%	-1%	-3.0%	13µM*	2%	-3%	?	-1%
COCCOC(=O)C1=C(C)NC2=C(C(=O)CCC2)C1c1ccc2c(c1)OCO2 (configuration not stated)	-4%[11.4 µM]	2.7%[0.0738 µM]	0.8%	-6%[9.17 µM]	?	0.4%	10%[11.4 µM]	-2%[11 µM]	-3%	-11%[11.4 µM]	7%[7.66 µM]
O=S(=O)(Nc1ccc2c(c1)OCO2)c1cccs1	-7%	0.2%[57.5 µM]	-1.3%	3%	0%	-1.3%	7%	-1%	0%	?	nt
O=S(=O)(c1cccc2cccnc12)N1CCN(Cc2ccc3c(c2)OCO3)CC1	1%	-1.0%	-0.9%	-4%	5%	0.2%	-7%	-4%	-3%	0%	19%
C[C@@H]1C[C@H](C)CN(S(=O)(=O)c2cc(Cl)c(Oc3ccc([N+](=O)[O-])cc3Cl)c(Cl)c2)C1	-11%[11.4 µM]	0.8%[9.22 µM]	0.0%[15.4 µM]	-7%[9.17 µM]	-4%[7.6 µM]	-0.9%[15.4 µM]	13%[11.4 µM]	-5%[11 µM]	0%[9.22 µM]	-1%[11.4 µM]	nt
Cc1noc(C)c1C(=O)N1CCc2ccccc21	-3%	-1.2%	0.0%	0%	-6%	-2.4%	1%	-4%	1%	4%	-4%
COc1ccccc1C1C=C(c2ccc(Cl)cc2)Nc2nc(N3C(=O)CCC3=O)nn21 (configuration not stated)	-6%	5.2%	-2.3%	4%	?	-5.3%	-5%	-11%	-3%	17%	36%[activator]
CCn1c(=O)n(CC(=O)Nc2cccc(OC)c2)c(=O)c2ccccc21	-4%	0.2%	-0.3%	-3%	10%	2.1%	-8%	1%	0%	8%	16%
COC(=O)C1Cc2c([nH]c3ccccc23)C(C)N1 (configuration not stated)	2%	-0.8%	-0.4%	-6%	-6%	0.7%	-2%	-3%	4%	-4%	-3%
CCCCNC(=O)OCCNC(=O)NC	-3%	nt	-0.3%	-1%	-2%	-1.2%	6%	-2%	1%	-1%	-2%
CCN(CC)S(=O)(=O)c1ccc(NCc2ccccc2)nc1	-8%	-1.5%	-3.7%	-1%	?	-0.5%	-23%	?	-2%	-5%	-4%
O=C(NCCN1CCOCC1)c1cc(-c2ccc(F)cc2)on1	-7%	-2.5%	0.3%	1%	?	-0.4%	10%	1%	-4%	1%	-1%
COc1cccc(C(O)c2cnc(C(C)C)n2C)c1OC (configuration not stated)	-4%	0.1%[57.5 µM]	0.4%	1%	2%	0.1%	13%	-4%	1%	6%	0%

A portion of the library. The share of hits here may be higher or lower than overall.
